MT1-MMP txn act – MT1-MMP promoter transcription activation | HT1080 MT1-MMP promoter luciferase reporter, luminescence, overnight; active compounds read high | activation factor at 10 µM | 0.16% of 86,000 active | AID 750;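 active means activation factor of at least 2 for MT1-MMP transcription at 10 µM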
Mac1 fbg enh – increases human CD11b/CD18 adhesion to fibrinogen; P05107+P11215; K562 CD11b/CD18 adhesion to fibrinogen, ATPlite luminescence; activation, % at 10 µM; 0.07% of 93,000 active; AID 1499;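 active means 10 µM primary screen giving 50% or more activity, confirmed by 40% or more on retest at that dose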; further: strong numbers were not always called active; reference of the scale not given here
ERa coact pot – enhances coactivator binding to human estrogen receptor alpha; P03372; TR-FRET ERalpha-LBD/SRC-Cy5 coactivator binding, 2 h; 100 = basal binding, no effect; coactivator binding (% of control), % at 25.6 µM; 1.3% of 86,000 active; AID 639; in the data active means activity above about 200%;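 further: binding measured in presence of low estradiol as agonist stimulus; 0% = peptide alone without receptor and 100% = receptor with peptide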
Calb biofilm kill – kills Candida albicans biofilms. 0.14% of 85,000 active. inhibition, % at 6 µM. C. albicans biofilm + clotrimazole, Alamar Blue;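 active means inhibition above 20%; inactive means inhibition below 20%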;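 further: preformed 24 hr biofilms exposed to compound for 48 hr; 0% = biofilm without compound and 100% = blank killed by clotrimazole plus chlorhexidine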
sEH inhibitor – inhibitors of human soluble epoxide hydrolase; AID 707; recombinant human sEH enzymatic activity assay; inhibition, % at 2 µM; 0.34% of 91,000 active; in the data active means inhibition above about 80%; further: values of inactives mirror those of a sister screen read the other way; many of its hits are not listed in these tables
CD11b adhes inh – inhibitors of human CD11b/CD18 binding to fibrinogen; K562 CD11b/CD18 adhesion to fibrinogen, ATPlite luminescence; Mn2+ added to activate the integrin; inhibition, % at 10 µM; 0.54% of 93,000 active;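 active means primary inhibition of 50% or more at 10 µM, then 40% or more on retest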; further: some results filed as inactive read as strong as hits
sEH act – increases human soluble epoxide hydrolase activity. 0.04% of 91,000 active. activation, % at 2 µM. purified human sEH enzymatic activity, activator screen; in the data active means activation above about 37%; further: values of inactives mirror those of a sister screen read the other way
Smad3 inh – Smad3 (human) transcription factor binding inhibition | AID 630 | P84022 | inhibition, % at 25 µM | TR-FRET Smad3/Dy647-FoxH1 peptide binding, europium anti-His | 0.29% of 88,000 active;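 active means compounds that reduce the energy-transfer binding signal between the protein and its labelled peptide by more than half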;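 further: 0% = Smad3 plus labelled peptide maximal FRET and 100% = peptide-only background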
ERb coact inh – blocks coactivator binding to human estrogen receptor beta; Q92731; TR-FRET ER-beta LBD / SRC1-Cy5 peptide binding; receptor agonist-loaded with 1 µM estradiol; inhibition, % at 25.6 µM; 1.3% of 86,000 active;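 active means compounds whose percent inhibition of the receptor-coactivator binding signal exceeds about 50% in the single-dose screen, limit read from the data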;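 further: 0% = receptor plus peptide wells without compound and 100% = peptide-only wells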
Target sequence (Q92731 whole entry, looked up, the tested form may be a part): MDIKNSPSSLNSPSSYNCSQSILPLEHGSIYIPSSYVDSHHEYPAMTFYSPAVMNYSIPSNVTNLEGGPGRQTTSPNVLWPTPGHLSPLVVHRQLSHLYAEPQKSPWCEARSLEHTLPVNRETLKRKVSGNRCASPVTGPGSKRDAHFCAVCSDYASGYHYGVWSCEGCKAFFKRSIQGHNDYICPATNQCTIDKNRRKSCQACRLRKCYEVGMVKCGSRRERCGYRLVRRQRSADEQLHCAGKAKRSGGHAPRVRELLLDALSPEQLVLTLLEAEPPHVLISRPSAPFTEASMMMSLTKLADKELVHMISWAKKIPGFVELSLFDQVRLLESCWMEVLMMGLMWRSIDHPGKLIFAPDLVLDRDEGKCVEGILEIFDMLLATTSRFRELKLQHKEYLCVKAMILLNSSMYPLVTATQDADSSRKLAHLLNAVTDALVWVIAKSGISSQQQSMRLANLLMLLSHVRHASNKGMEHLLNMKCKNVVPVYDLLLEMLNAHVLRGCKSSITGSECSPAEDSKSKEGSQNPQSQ
Starred values were filed as active, the others as inactive; nt = no result given; [ ] = dose if it differs, or a comment.

SMILES	MT1-MMP txn act	Mac1 fbg enh	ERa coact pot	Calb biofilm kill	sEH inhibitor	CD11b adhes inh	sEH act	Smad3 inh	ERb coact inh
O=C(Nc1cccc(C(F)(F)F)c1)N1CCN(C(=O)Nc2cccc(C(F)(F)F)c2)CC1	nt	-4	nt	nt	3	2	-1	nt	nt
CCN(CC)c1ccc(C=Nc2ccccc2)c(O)c1	1.1	nt	90	6	3	nt	0	2	10
Cc1c(NC(=O)CSc2nnnn2C)c(=O)n(-c2ccccc2)n1C	1.1	nt	106	3	-21	nt	23	-10	-13
COc1cccc2c(=O)n(CC(=O)N3CCCCCC3)ccc12	1.1	6	86	7	11	-15	-12	5	-10
N#CC1=C(N)C(C#N)(C#N)C(c2cccnc2)C2COCC=C12 (stereo unspecified)	1.1	nt	144	6	6	nt	-5	2	-2
COc1ccccc1OCCNC(=O)c1ccc(S(=O)(=O)N(C)C)cc1	1.3	-2	nt	nt	17	-15	-16	nt	nt
COc1ccc(CCNC(=O)C2CCN(C(=O)N(C)C)CC2)cc1OC	1.1	nt	103	9	12	nt	-14	1	-2
O=c1cc(O)c2c(=O)[nH]c(=O)n(-c3ccccc3)c2[nH]1	1.1	-5	128[fluorescence artefact?]	6	nt	9	nt	4	4
Clc1ccc(NC2(c3nnnn3C3CCCCC3)CCCCC2)cc1	nt	-4	nt	nt	12	2	-12	nt	nt
CCNC(=O)NC(C(=O)OC)C12CC3CC(CC(C3)C1)C2 (stereo unspecified)	1.1	0	100	-1	-6	4	6	-1	5
CCCNC(=O)CN(C)C(=O)c1n[nH]c2ccccc12	1.2	2	151	8	0	-3	2	12	-10
CC(C(=O)N(C)C)N(C#N)c1nc(N(C)C)nc(N(C)C)n1 (stereo unspecified)	1.1	0	135	6	nt	-8	nt	-13	-15
CCOc1ccc(N2C(=O)CC(N3CCC(NC(=O)Nc4ccccc4)CC3)C2=O)cc1 (stereo unspecified)	1.2	-6	129[fluorescence artefact?]	7	34	-11	-35	9	-11
CCCN(CCC)S(=O)(=O)c1cc(Br)cc2c1N(C(=O)CC)CC2	1.1	-2	92	2	nt	-10	nt	7	4[fluorescence artefact?]
COC(=O)Cc1c(C)c2ccc(OCC(C)=O)c(C)c2oc1=O	1.5	0	101	2	-9	11	15	1	-14
CSCCC(NC(=O)C1CCC(C)CC1)C(=O)N1CCN(c2ccccn2)CC1 (stereo unspecified)	1.1	nt	131	3	-11	nt	11	2	-3
COc1cccc(N(CC(=O)NC(C)(C)C)C(=O)C2CSC(=O)C2)c1 (stereo unspecified)	1.2	1	95	6	-14	2	12	8	-5
COc1ccc2nc(N3C(=O)CC(Cc4cc(C)cc(C)c4)C3=O)sc2c1 (stereo unspecified)	nt	-2	nt	nt	7	7	-3	nt	nt
CCOc1nc(C)ccc1-c1noc(CC)n1	1.3	nt	87	5	3	nt	-3	-5	-7
COc1ccccc1Nc1ncnc2ccc(C)cc12	nt	-4	93	9	-2	4	0	-1	-2
N#CC1=C2SCCN2C(=O)C(C#N)C12CCCCC2 (stereo unspecified)	1	4	104	3	4	-2	-5	2	7[fluorescence artefact?]
O=C(NCCSc1ccc(Cl)cc1)c1ccco1	1.2	2	100	-4	-10	-43	12	-1	20
C/C(=C\c1ccco1)C1C(C#N)=C(N)Oc2n[nH]c(-c3ccccc3)c21 (stereo unspecified)	nt	-2	nt	nt	-2	-2	2	nt	nt
CCOc1cccc(-c2nnc(SCC(=O)Nc3cc(OC)cc(OC)c3)n2N)c1	1.1	-1	104	-4	10	7	-9	-13	6
Cn1c(NC(=O)c2ccco2)cc(=O)n(C)c1=O	1.1	-1	115	5	nt	0	nt	6	-3

(cont.)
SMILES	MT1-MMP txn act	Mac1 fbg enh	ERa coact pot	Calb biofilm kill	sEH inhibitor	CD11b adhes inh	sEH act	Smad3 inh	ERb coact inh
CCOc1ccc(CNC(=O)NS(=O)(=O)c2ccc(OC)cc2)cc1	1.1	-3	121	8	nt	6	nt	6	0
CC(=O)c1ccc2cccc3c2c1N=CN3C	nt	-2	nt	nt	6	-7	-4	nt	nt
O=C(c1cnn2c(C(F)F)cc(-c3ccccc3)nc12)N1CCSCC1	1.2	nt	118	4	-4	nt	4	-2	4
O=c1oc2ccccc2c(O)c1C=NCc1ccccn1	0.9	0	98	1	-23	-9	21	-11	9
CC1CCc2c(sc3ncnc(N4CCOCC4)c23)C1 (stereo unspecified)	nt	2	90	10	2	0	0	-4	0
COc1cc(C2C(C#N)=C(N)Oc3cc(O)ccc32)cc2c1OCO2 (stereo unspecified)	1.2	-2	83	-2	nt	-8	nt	-2	0
Cc1ccc(C)c(-c2nnc(OCC(=O)Nc3cc(C)on3)c3ccccc23)c1	1.1	-3	123	3	16	-3	-15	1	1
Cc1cccc(-n2c(=O)[nH]c3c(C(N)=O)nc(-c4ccccc4Cl)nc32)c1	1.1	21	130	11	nt	-31	nt	7	15
CC1Oc2ccccc2N(Cc2ccccc2F)C1=O (stereo unspecified)	1.2	2	nt	nt	15	-15	-13	nt	nt
CCOC(=O)c1nc2cc3n(c(C)c-2c1C)C(C)C(C)=C3C (stereo unspecified)	nt	-3	nt	nt	-7	-3	4	nt	nt
CCc1ccc(C2CC(c3ccccc3C)n3nc(N)nc3N2)cc1 (stereo unspecified)	1	-3	108	0	nt	-5	nt	-11	5[fluorescence artefact?]
CCCCN(C)CCCNC(=O)CC1Oc2ccccc2NC1=O (stereo unspecified)	1.1	-2	90	15	-14	-10	13	2	-9
CC(C)Sc1nnc(NC(=O)C2CC2)s1	1.3	-1	109	18	nt	-38	nt	-1	-4
CC(=O)c1ccc(-n2c(-c3cc(-c4ccco4)[nH]n3)n[nH]c2=S)cc1	1.2	-2	86	2	6	-5	-3	17	9
Cc1ccc2c(c1)N(CC(=O)NCc1cccs1)C(=O)CO2	1.2	-6	133	7	nt	-27	nt	7	-13
CC1=CC(C)(C)Nc2ccc(OS(=O)(=O)c3ccc(C)cc3)cc21	nt	-2	nt	nt	-9	1	9	nt	nt
COc1ccc(OC)c(NC(=O)Cc2coc3cc(C)cc(C)c23)c1	1	-1	107	0	-3	-18	0	14[fluorescence artefact?]	-18
COc1cc2ccccc2cc1C(=O)OCC(=O)N1CCOCC1	1	3	92[fluorescence artefact?]	-3	nt	9	nt	4	3
CCC(CC)NC(=O)C1CCN(S(=O)(=O)c2cccs2)CC1	nt	-2	nt	nt	2	6	0	nt	nt
COc1ccc2c(c1OC)C(C1c3c(cc4c(c3OC)OCO4)CCN1C)OC2=O (stereo unspecified)	1.1	nt	59	8	4	nt	-3	-11	5
Cc1ccc(CCNc2ccc3ccccc3c2)cn1	1.6	nt	86[fluorescence artefact?]	11	2	nt	2	1	-3
CC(C)(C)NC(=O)CSc1nnc(Cc2ccc3c(c2)OCO3)n1C1CCCCC1	1.2	-2	110	6	-14	7	12	14	-12
O=C(c1csc2ccccc12)N1CCCCCC1	1	-1	111	-3	nt	14	nt	-8	15
CCN(C(=O)c1coc(=O)c2ccccc12)c1cc(OC)ccc1OC	1.2	0	90	10	nt	0	nt	-7	4[fluorescence artefact?]
Cc1nnc(SCCC(C)C)[nH]c1=O	1.1	1	128	9	-3	-13	1	14	-9
Cc1ccccc1Cn1cnc2c(cnn2C(C)(C)C)c1=O	1	-3	nt	nt	12	-10	-12	nt	nt
O=C(Cc1ccc(S(=O)(=O)N2CCCC2)s1)NC1CCCCCC1	nt	6	nt	nt	70	8	-70	nt	nt
O=C(C/C(=N/O)c1ccccc1O)C(F)F	1.2	-5	116	5	nt	10	nt	4	4

Molecules above with a halogen:
SMILES	MT1-MMP txn act	Mac1 fbg enh	ERa coact pot	Calb biofilm kill	sEH inhibitor	CD11b adhes inh	sEH act	Smad3 inh	ERb coact inh
O=C(Nc1cccc(C(F)(F)F)c1)N1CCN(C(=O)Nc2cccc(C(F)(F)F)c2)CC1	nt	-4	nt	nt	3	2	-1	nt	nt
Clc1ccc(NC2(c3nnnn3C3CCCCC3)CCCCC2)cc1	nt	-4	nt	nt	12	2	-12	nt	nt
CCCN(CCC)S(=O)(=O)c1cc(Br)cc2c1N(C(=O)CC)CC2	1.1	-2	92	2	nt	-10	nt	7	4[fluorescence artefact?]
O=C(NCCSc1ccc(Cl)cc1)c1ccco1	1.2	2	100	-4	-10	-43	12	-1	20
O=C(c1cnn2c(C(F)F)cc(-c3ccccc3)nc12)N1CCSCC1	1.2	nt	118	4	-4	nt	4	-2	4
Cc1cccc(-n2c(=O)[nH]c3c(C(N)=O)nc(-c4ccccc4Cl)nc32)c1	1.1	21	130	11	nt	-31	nt	7	15
CC1Oc2ccccc2N(Cc2ccccc2F)C1=O (stereo unspecified)	1.2	2	nt	nt	15	-15	-13	nt	nt
O=C(C/C(=N/O)c1ccccc1O)C(F)F	1.2	-5	116	5	nt	10	nt	4	4

Three entries drawn at random from those above, as already listed:
SMILES	MT1-MMP txn act	Mac1 fbg enh	ERa coact pot	Calb biofilm kill	sEH inhibitor	CD11b adhes inh	sEH act	Smad3 inh	ERb coact inh
CC1Oc2ccccc2N(Cc2ccccc2F)C1=O (stereo unspecified)	1.2	2	nt	nt	15	-15	-13	nt	nt
Cc1cccc(-n2c(=O)[nH]c3c(C(N)=O)nc(-c4ccccc4Cl)nc32)c1	1.1	21	130	11	nt	-31	nt	7	15
CC(=O)c1ccc2cccc3c2c1N=CN3C	nt	-2	nt	nt	6	-7	-4	nt	nt

An excerpt; rates above refer to the full screens.
